DT40 TDP1 no CPT: qHTS for Inhibitors of human tyrosyl-DNA phosphodiesterase 1 (TDP1): qHTS in cells in absence of CPT | DT40 Tdp1-/- hTDP1 cells, no CPT, ATP luminescence, 48 h | Potency, µM (top dose mostly 46.2 µM), inactives show at the highest dose activity change, negative = growth inhibition, most hits filed as inhibitors | 420,000 tested, 15% active; also: nearly all actives have a fitted effect of over 55% in size
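DT40 Tdp1-/-;hTDP1 cells, no CPT (DMSO vehicle only), 400 cells/well; compounds pin-transferred; ≥48 hr, 37 °C; CellTiter-Glo 30 min RT dark, luminescence read.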
TDP1 inh: TDP1 (human) enzyme inhibition; recombinant TDP1, AlphaScreen DNA substrate cleavage; Q9NUW8; 350,000 tested, 0.28% active; Potency, µM (series often up to 130 µM), for the others: at the highest dose activity change, negative = inhibition, hits mostly inhibitors; also: nearly all actives have a fitted effect of over 40% in size
Target sequence (Q9NUW8 whole entry, looked up): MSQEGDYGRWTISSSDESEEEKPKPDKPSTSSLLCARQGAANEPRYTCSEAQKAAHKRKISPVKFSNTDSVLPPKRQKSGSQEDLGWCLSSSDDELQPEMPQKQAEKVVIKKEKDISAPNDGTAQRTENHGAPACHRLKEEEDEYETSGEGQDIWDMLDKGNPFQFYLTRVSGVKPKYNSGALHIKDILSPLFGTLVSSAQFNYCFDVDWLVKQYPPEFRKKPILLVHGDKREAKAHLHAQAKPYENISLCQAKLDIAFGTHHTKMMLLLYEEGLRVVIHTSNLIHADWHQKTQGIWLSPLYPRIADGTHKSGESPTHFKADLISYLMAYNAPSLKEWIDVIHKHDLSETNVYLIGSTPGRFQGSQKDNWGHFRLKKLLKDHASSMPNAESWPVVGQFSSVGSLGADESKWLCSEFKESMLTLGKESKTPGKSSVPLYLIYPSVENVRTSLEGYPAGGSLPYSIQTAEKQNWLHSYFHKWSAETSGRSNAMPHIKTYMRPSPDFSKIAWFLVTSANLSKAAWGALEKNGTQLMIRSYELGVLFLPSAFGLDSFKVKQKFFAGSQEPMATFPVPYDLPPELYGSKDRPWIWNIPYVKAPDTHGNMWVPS
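E. coli-derived human Tdp1, 1 nM final. Cpd preinc 15 min RT; substrate 15 nM final, 5 min RT; AS bead mix 10 ug/ml final, 10 min RT. Signal loss = tyrosine-FITC cleavage. No-enzyme wells = max signal.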
TDP1 cell CPT: growth inhibition of DT40 Tdp1-/-;hTDP1 cells with camptothecin (screen for TDP1 inhibitors); AID 686979; chicken DT40 Tdp1-/-;hTDP1 cells + 20 nM CPT, ATP luminescence, 48 h; 420,000 tested, 12% active; Potency, µM (highest dose often 46.2 µM), for the others: at the highest dose activity change, negative = growth inhibition, usual class: inhibitors; also: nearly all actives have a fitted effect of over 55% in size
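Cell growth measured by CellTiter-Glo luminescence after a minimum 48 h, 37 C compound exposure with 20 nM CPT in Tdp1-knockout DT40 cells stably expressing hTDP1, seeded 400/well; qHTS titration format.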
* hit, by the source's call; ? = inconclusive; . = no result given; & = joins results of further samples; [ ] = dose if it differs, or a comment. Calls follow the shape of the dose curve; as a rule, active = well fitted curve in the direction sought with a large enough effect; inconclusive = small, poorly fitted or top-dose-only effect, or another doubt; inactive = no such curve, though single readings can be large; an effect the other way counts as inactive or inconclusive. % is scaled to controls: 0 for no effect and ±100 for the full control effect; potency is read from the fitted curve at half-maximal effect.

SMILES | DT40 TDP1 no CPT | TDP1 inh | TDP1 cell CPT
C1=CCN(Cc2ccccc2)C1 | -2.8% | . | 11.3%
Cc1cccc(N2C(=O)CC(Sc3nnc(C)s3)C2=O)c1 (configuration not stated) | 6.51µM* | 1.7% | 5.17µM*
COc1ccc2c(c1)c(C(=O)CN1CCc3ccccc3C1)c(C)n2C | 20.6µM* | 8.2% | ?
COc1ccccc1CN(C)C(=O)CNC(=O)c1cccc(Cl)c1 | ? | . | ?
COC(=O)c1ccc(C23CC4(C2)[C@H](CN(CC2CCCCC2)[C@@H]4c2ccccc2)C3c2ccc(Cl)nc2)cc1 (some centres not stated) | ? | 9.9%&2.4% | ?
CCc1ccc2nc(NC(=O)c3ccc4c(=O)[nH]c(CN5CCOCC5)nc4c3)sc2c1 | -12.6% | 7.1% | 4.1%
O=c1ccc(Cc2ccccn2)n[nH]1 | -0.2% | 5.7% | -16.1%
COc1ccc(C(=O)/C=C/Nc2ccc(NC(C)=O)cc2)cc1OC | ? | 6.7% | 16.4µM*
CCc1ccccc1NC(=O)c1ccc(=O)n(Cc2ccc(F)cc2)c1 | -12.1% | 7.7% | -12.9%
O=c1cc(C(F)(F)F)[nH]c2ccccc12 | 20.6µM* | 2.7% | ?
Cc1ccc(-n2ncc(C(=O)NCc3ccc4c(c3)OCO4)c2NC(=O)c2ccco2)cc1C | -22.7% | 6.6% | -17.3%
CNC(=O)COC(=O)c1ccc(NS(=O)(=O)c2ccc3c(c2)OCCO3)cc1 | 2.8% | 1.8% | 20.5%
O=C(CSc1nnc(NC(=O)C2CCC2)s1)Nc1ccccc1 | -22.1% | . | 1.0%
CCCCC(=O)NC(=S)Nc1cc(C(=O)O)ccc1Cl | -0.8% | -0.6% | -12.0%
C=C(C)CNC(=O)CCc1nnc(Cc2cccc(C(F)(F)F)c2)o1 | -15.4% | -1.2% | -0.9%
O=C(c1ccc2c(c1)OCO2)C1CCCN(Cc2cc(F)ccc2-n2cccn2)C1 (configuration not stated) | -15.5% | 0.0% | -1.2%
Cc1cc(C)n2c3c(c(C#N)c2n1)CC(C)(C)OC3 | -27.8% | 2.9% | -1.6%
CCOC(=O)C1CCCN(C(=O)c2ccc(-c3ccccc3Cl)o2)C1 (configuration not stated) | ? | . | ?
CC(=C/c1ccccc1)/C=N/NC(=O)c1ccc2nc[nH]c2c1 | ? | 0.0% | -24.3%
O=c1cc(COc2ccccc2[N+](=O)[O-])nc2sccn12 | -7.1% | 2.9% | -18.9%
Fc1ccc(-c2nnc(SCc3cccnc3)o2)cc1 | -16.4% | 1.2% | -5.2%
CC(C)c1ccc(NC(=S)NNc2ccc(Cl)c(C(=O)O)c2)cc1 | 10.6% | -4.3% | -1.6%
O=C(c1ccc(-n2ccnc2)cc1)N1CCCC(CO)(Cc2cccc(Cl)c2)C1 (configuration not stated) | ? | 5.3% | 4.61µM*
Nc1nc(SCc2ccccc2)c2ncn(C3CCCCC3)c2n1 | 29.1µM* | . | ?
CCOC(=O)c1csc(NC(=O)CCS(=O)(=O)c2ccc(Cl)cc2)n1 | 18.4µM* | . | ?

The final 2 compounds of the part above lead into the next.
SMILES | DT40 TDP1 no CPT | TDP1 inh | TDP1 cell CPT
Nc1nc(SCc2ccccc2)c2ncn(C3CCCCC3)c2n1 | 29.1µM* | . | ?
CCOC(=O)c1csc(NC(=O)CCS(=O)(=O)c2ccc(Cl)cc2)n1 | 18.4µM* | . | ?
CC(C)(C)OC(=O)N1CCC(c2c(C(=O)NCc3ccccn3)cnn2-c2ccccc2)CC1 | ? | 1.1% | ?
CCc1ccc(C2NC(=S)NC3=C2C(=O)CCC3)cc1 (configuration not stated) | -18.6% | 0.0% | -5.5%
COc1ccc(OCc2cc(C(=O)N(C)Cc3nnc(C)o3)no2)c(Cl)c1 | 2.0% | 2.5% | 2.6%
O=C(CC1N=C2c3ccccc3N=C(SCC(=O)Nc3ccc(F)cc3)N2C1=O)NCc1ccc2c(c1)OCO2 (configuration not stated) | -20.4% | -2.5% | ?
CC(C)NC(=O)COc1ccccc1C#N | -10.9% | -1.2% | -0.2%
Cc1ccc(S(=O)(=O)NCC(=O)N(c2ccccc2)C(C(=O)NCc2ccccc2)c2ccco2)cc1 (configuration not stated) | 18.4µM* | 6.7% | ?
CCCc1nc2cccnc2n1C1CCN(C(=O)CC2NC(=O)c3ccccc32)CC1 (configuration not stated) | -13.3% | . | 0.4%
Cc1csc(NC(=O)c2cccc(S(=O)(=O)N3CCCCC3)c2)n1 | ? | 4.4% | -26.0%
CCCCNCc1cc(OC)c(OCC(N)=O)cc1Br | -13.2% | -4.9% | -19.9%
CNC(=S)NNc1nc(-c2ccccc2)c2cc(Cl)ccc2n1 | -22.2% | . | -9.8%
CCOc1ccccc1NC(=O)CC1NCCNC1=O (configuration not stated) | 1.5% | 2.1% | 0.6%
O=S(=O)(c1ccccc1)c1nc(-c2ccco2)oc1NCCCN1CCOCC1 | -17.2% | -2.1% | 17.1%
Cc1cccc(Nc2nnc(SCC3CCCCO3)s2)c1C (configuration not stated) | ? | 5.3% | -26.9%
O=S(=O)(/N=C(/c1ccccc1Cl)N1CCOCC1)c1ccccc1 | -14.6% | 1.9% | -7.7%
O=C(c1cc(COc2cccc(C(F)(F)F)c2)on1)N1C[C@@H]2CCC[C@H]1C2 | ? | -10.0% | ?
CCOC(=O)C1CCN(C(=O)c2sc3nc(C)nc(N4CCC(C)CC4)c3c2C)CC1 | ? | -2.6% | ?
O=C(NC(=S)Nc1ccc(S(=O)(=O)Nc2nccs2)cc1)c1ccccc1 | -10.0% | 0.0% | -8.9%
COc1ccc(Br)cc1S(=O)(=O)Nc1ncccc1C | ? | 6.0% | ?
CCOC(=O)N1CCN(C(=O)CS(=O)(=O)c2cn(Cc3ccccc3C)c3ccccc23)CC1 | ? | 3.2% | -3.3%
CSCCCNC(=O)c1ccccc1OC1CCN(S(C)(=O)=O)CC1 | -5.8% | 2.4% | 3.5%
CCCn1cc(S(=O)(=O)c2ccccc2)c(=O)c2cc(F)c(N3CCCCC3)cc21 | ? | 2.5% | ?
CCCNCC(=O)Nc1sc2c(c1C(=O)Nc1c(C)n(C)n(-c3ccccc3)c1=O)CCCC2 | -20.5% | . | -11.2%
CCN(CC)c1ccc(S(=O)(=O)N2CCOCC2)cc1NS(C)(=O)=O | 3.0% | -5.1% | 1.2%
Cc1csc(NC(=O)c2ccccc2)n1 | -22.1% | . | -1.3%
Cc1ccc(Nc2c(-c3ccccn3)nc3ccc(Br)cn23)cc1 | 20.6µM* | 11.8% | 9.2µM*

Looked up one by one from the entries so far, four records:
SMILES | DT40 TDP1 no CPT | TDP1 inh | TDP1 cell CPT
CCCNCC(=O)Nc1sc2c(c1C(=O)Nc1c(C)n(C)n(-c3ccccc3)c1=O)CCCC2 | -20.5% | . | -11.2%
CCCc1nc2cccnc2n1C1CCN(C(=O)CC2NC(=O)c3ccccc32)CC1 (configuration not stated) | -13.3% | . | 0.4%
Cc1csc(NC(=O)c2cccc(S(=O)(=O)N3CCCCC3)c2)n1 | ? | 4.4% | -26.0%
CCOC(=O)N1CCN(C(=O)CS(=O)(=O)c2cn(Cc3ccccc3C)c3ccccc23)CC1 | ? | 3.2% | -3.3%

Next records
SMILES | DT40 TDP1 no CPT | TDP1 inh | TDP1 cell CPT
CCCNC(=O)CC1C(=O)N(Cc2ccccc2)C(C)c2nc3ccccc3n21 (configuration not stated) | -5.4% | 0.0% | 10.6%
O=C(Cn1c(=O)cnc2ccccc21)Nc1cccc(S(=O)(=O)N2CCCCC2)c1 | ? | -0.4% | ?
O=C(CCC(=O)N1CCOc2ccccc21)Nc1ccccc1Br | -15.8% | . | -14.6%
O=C1CCC(C(=O)Nc2ccc(OC(F)F)cc2)N1 (configuration not stated) | -6.4% | 6.2% | 2.4%
Cc1c[n+]([O-])cc(C)c1Oc1ccccc1 | -21.9% | -1.6% | 10.5%
Fc1ccc(COc2ccc3ccccc3c2CNc2nn[nH]n2)cc1 | 14.3% | 1.2% | 3.5%
O=C(O)CSCC(=O)Nc1ccccc1SCCS(=O)(=O)c1ccc(Cl)cc1 | -0.2% | . | -1.4%
Cc1cccc(NC(=O)N2CCC(CN3CCc4ccccc4C3)CC2)c1C | ? | 8.7% | ?
CCCc1c(-c2ccc(F)cc2F)ncn1Cc1ccccc1OC | 1.46µM* | . | 2.06µM*
CCCNC(=O)Nc1nc2ccccc2s1 | 4.0% | . | -25.1%
COc1cc(CCN2C(=O)c3cccc4cccc(c34)C2=O)c(S(=O)(=O)N2CCC(C)CC2)cc1OC | 2.59µM* | -0.6% | 25.9µM*
CCCCN1C(=O)c2[nH]nc(-c3ccccc3O)c2C1c1cccc(OCc2ccccc2)c1 (configuration not stated) | 18.4µM* | 8.6% | ?
CCOC1=C2CN(S(=O)(=O)c3ccc(C)cc3)C(c3cccc(Cl)c3)CC2N(S(=O)(=O)c2ccc(Cl)cc2)C(c2ccccc2)C1 (configuration not stated) | ? | . | ?
Cc1cccc(CSc2nnc(CCNC(=O)OC(C)(C)C)o2)c1 | ? | . | -22.6%
CC(C)[C@@H]1Cc2[nH]n(C)c(=O)c2[C@H](c2ccc(F)cc2)O1 | -1.1% | . | 3.2%
CSc1ccccc1OCc1cc(C(=O)NCc2cccc(C)n2)no1 | -7.4% | -3.3% | -1.1%
COc1ccc(NC(=O)CSCC(=O)Nc2sccc2C#N)cc1 | -8.8% | -3.9%[0.505 µM] | -0.3%
CCOC(=O)NC(=O)/C(C#N)=N/Nc1c(F)cccc1F | -0.6% | 0.0% | -15.0%
CC(Oc1ccccc1)C(=O)Nc1nc(-c2ccccn2)cs1 (configuration not stated) | 3.26µM* | -4.2% | 3.66µM*
O=C(NC1CCN(Cc2ccc3ccccc3c2)CC1)c1ccccc1 | 18.4µM* | . | 18.4µM*
Cc1ccc(S(=O)(=O)N2[C@@H](c3ccc(C(C)(C)C)cc3)C(C(=O)O)=CC[C@H]2c2ccc(Cl)cc2)cc1 | ? | -17.5% | 23.1µM*
Cc1ccc(S(=O)(=O)Nc2c(C(=O)O)[nH]c3ccccc23)c(C)c1 | 19.7% | 8.1% | -25.7%
O=C(CCC1N=C2c3ccccc3N=C(SCc3ccccc3F)N2C1=O)NCc1ccc(F)cc1 (configuration not stated) | 25.9µM* | 1.5% | ?
O=C(CSc1nnc2n1CCCN2)c1ccc([N+](=O)[O-])cc1 | -9.7% | . | 1.5%
COc1ccc(C=O)cc1OC(=O)C1(C)Cc2ccccc2C(=O)O1 (configuration not stated) | -11.9% | 5.5% | 2.5%
COC(=O)C(C)n1cnc2c(nnn2Cc2ccc(Cl)cc2)c1=O (configuration not stated) | -9.7% | -10.8% | 0.3%
Cn1cc(Cl)c(-c2n[nH]c(=S)n2-c2ccc(F)cc2)n1 | 5.9% | 2.6% | 8.9%
CN(C)c1ccc(C(=O)NNC(=O)c2ccc(Cl)cc2)cc1 | -12.9% | . | 2.7%

In another format: entries from further up
Each structure is followed by: DT40 TDP1 no CPT | TDP1 inh | TDP1 cell CPT
CCCc1c(-c2ccc(F)cc2F)ncn1Cc1ccccc1OC
 : 1.46µM* | . | 2.06µM*
COC(=O)C(C)n1cnc2c(nnn2Cc2ccc(Cl)cc2)c1=O (configuration not stated)
 : -9.7% | -10.8% | 0.3%
CCCNC(=O)CC1C(=O)N(Cc2ccccc2)C(C)c2nc3ccccc3n21 (configuration not stated)
 : -5.4% | 0.0% | 10.6%
CN(C)c1ccc(C(=O)NNC(=O)c2ccc(Cl)cc2)cc1
 : -12.9% | . | 2.7%

Bioassay records from PubChem.
